# Growth percent in the NCI-60 one-dose screen (48 h, 10 µM unless noted): 100 = growth as untreated, 0 = no growth, -100 = all killed.
# PC-3 = PC-3 prostate cancer cells; 3.9% of 80,000 active
# OVCAR-4 = OVCAR-4 ovarian cancer cells. 3.7% of 80,000 active. AID 1794784
# OVCAR-8 = OVCAR-8 ovarian cancer | 4.4% of 81,000 active
# IGROV1 = IGROV1 ovarian cancer; 4.7% of 79,000 active; AID 1794786
# OVCAR-5 = OVCAR-5 ovarian cancer; AID 1794783; 2.9% of 82,000 active
# DU-145 = DU-145 prostate cancer | 4.2% of 81,000 active
# SK-OV-3 = SK-OV-3 ovarian cancer cells; 3.2% of 80,000 active
# OVCAR-3 = OVCAR-3 ovarian cancer | 7% of 79,000 active | AID 1794787
# The depositor's hits bear a star; . = not tested or not shown; & = joins results of further samples; ! = repeats disagree. How the source made its calls: active means growth percent below 10; inactive means the rest.
molecule,PC-3,OVCAR-4,OVCAR-8,IGROV1,OVCAR-5,DU-145,SK-OV-3,OVCAR-3
O=C(O)c1cc(N=Nc2ccc(-c3ccc(N=Nc4ccc(O)c(N=Nc5ccc(S(=O)(=O)O)c6ccccc56)c4O)cc3)cc2)ccc1O,93,96,104,100,111,108,95,107
Cn1ccc(=O)c2cc([N+](=O)[O-])ccc21,112,104,103,120,109,121,113,117
Clc1nc2ccccc2nc1-c1nnc(C2CCCCC2)o1,96,98,101,101,107,91,102,.
OCC(O)C(O)C(O)C(O)C(c1ccc(O)cc1)c1ccc(O)cc1 (stereo unspecified),101,105,107,91,91,115,107,105
Cc1ccccc1N1C(=O)C=CC1=O,84&95,113,103&102,110&105,105&104,112&109,105&110,112&118
CCC1(CC)C(=O)NC(=O)NC1(OC)OC,100,107,106,111,110,109,107,107
COc1cc(NCc2ccc3nc(N)nc(N)c3c2C)cc(OC)c1OC (tested in a mixture with another compound),23,.,.,-10*,37,50,58,55
Cn1c(=O)c2c(ncn2CC(=O)Nc2ccc(S(N)(=O)=O)cc2)n(C)c1=O,83,108,105,112,105,107,88,106
COc1cc(-c2nc(SCC(C)C)nc(Nc3ccc(S(N)(=O)=O)cc3)c2C#N)cc(OC)c1OC,96,95,95,106,104,90,109,93
O=C(/C=C/c1ccc2c(c1)OCO2)OC/C=C/c1ccc2c(c1)OCO2,103,106,112,94,104,119,111,118
CCc1nc(N)nc(N)c1C#CC(C)c1cc(-c2ccnc(C)c2)c2oc(C)nc2c1 (stereo unspecified),17,51,19,2.8*,37,8.3*,17,17
COc1cc(/C=C(\C#N)c2ccc([N+](=O)[O-])cc2)ccc1O,97,.,97,115,110,105,99,102
ClCC#CCSc1ncnc2c1ncn2CC#CCCl,32,34,24,31,14,-21*,46,-27*
Cn1cc(-c2nn3cc(-c4cccs4)nc3s2)c2cc(F)ccc21,45,61,51,35,43,51,45,5.2*
COc1ccc(N2CCN(c3nc(-c4cc(OC)c(OC)c(OC)c4)nc4ccccc34)CC2)cc1,41,88,71,97,93,93,91,95
CCCCCCn1c(-c2ccc(-c3nc(-c4ccc5ccccc5c4)no3)cc2)nc(-c2ccccc2)c1-c1ccccc1,94,105,103,86,97,107,104,108
COC(CCN(C)Cc1ccccc1)N1CCCC1=O (stereo unspecified),77,115,96,111,91,112,107,112
O=C(/C=C/C=C/c1ccc2c(c1)OCO2)N1CCCCC1,90&98,97&103,97&101,6.7*!,96,110&119,102&101,104&121
CCCCCCCCNc1nc2ccccc2n2c1nc1ccccc12,100,97,101,100,96,102,96,108
CCOC(=O)c1ccc(NC(=O)CSc2nnc(Cc3ccccc3Nc3c(Cl)cccc3Cl)n2CC)cc1,.,95,101,94,86,112,93,110

# For convenience, part of the list above:
molecule,PC-3,OVCAR-4,OVCAR-8,IGROV1,OVCAR-5,DU-145,SK-OV-3,OVCAR-3
O=C(O)c1cc(N=Nc2ccc(-c3ccc(N=Nc4ccc(O)c(N=Nc5ccc(S(=O)(=O)O)c6ccccc56)c4O)cc3)cc2)ccc1O,93,96,104,100,111,108,95,107
Cn1ccc(=O)c2cc([N+](=O)[O-])ccc21,112,104,103,120,109,121,113,117
Clc1nc2ccccc2nc1-c1nnc(C2CCCCC2)o1,96,98,101,101,107,91,102,.
OCC(O)C(O)C(O)C(O)C(c1ccc(O)cc1)c1ccc(O)cc1 (stereo unspecified),101,105,107,91,91,115,107,105
Cc1ccccc1N1C(=O)C=CC1=O,84&95,113,103&102,110&105,105&104,112&109,105&110,112&118
CCC1(CC)C(=O)NC(=O)NC1(OC)OC,100,107,106,111,110,109,107,107
COc1cc(NCc2ccc3nc(N)nc(N)c3c2C)cc(OC)c1OC (tested in a mixture with another compound),23,.,.,-10*,37,50,58,55
Cn1c(=O)c2c(ncn2CC(=O)Nc2ccc(S(N)(=O)=O)cc2)n(C)c1=O,83,108,105,112,105,107,88,106
COc1cc(-c2nc(SCC(C)C)nc(Nc3ccc(S(N)(=O)=O)cc3)c2C#N)cc(OC)c1OC,96,95,95,106,104,90,109,93
O=C(/C=C/c1ccc2c(c1)OCO2)OC/C=C/c1ccc2c(c1)OCO2,103,106,112,94,104,119,111,118
CCc1nc(N)nc(N)c1C#CC(C)c1cc(-c2ccnc(C)c2)c2oc(C)nc2c1 (stereo unspecified),17,51,19,2.8*,37,8.3*,17,17
COc1cc(/C=C(\C#N)c2ccc([N+](=O)[O-])cc2)ccc1O,97,.,97,115,110,105,99,102
ClCC#CCSc1ncnc2c1ncn2CC#CCCl,32,34,24,31,14,-21*,46,-27*
Cn1cc(-c2nn3cc(-c4cccs4)nc3s2)c2cc(F)ccc21,45,61,51,35,43,51,45,5.2*
COc1ccc(N2CCN(c3nc(-c4cc(OC)c(OC)c(OC)c4)nc4ccccc34)CC2)cc1,41,88,71,97,93,93,91,95
CCCCCCn1c(-c2ccc(-c3nc(-c4ccc5ccccc5c4)no3)cc2)nc(-c2ccccc2)c1-c1ccccc1,94,105,103,86,97,107,104,108
COC(CCN(C)Cc1ccccc1)N1CCCC1=O (stereo unspecified),77,115,96,111,91,112,107,112
O=C(/C=C/C=C/c1ccc2c(c1)OCO2)N1CCCCC1,90&98,97&103,97&101,6.7*!,96,110&119,102&101,104&121

# (next part)
molecule,PC-3,OVCAR-4,OVCAR-8,IGROV1,OVCAR-5,DU-145,SK-OV-3,OVCAR-3
Cc1cccc(NC(=O)Nc2ccc(Nc3ncnc4sc5c(c34)CCN(C(=O)OC(C)(C)C)C5)cc2)c1,75,98,85,79,94,108,87,85
COC(=O)CCCNCCCn1ccc2cc(NCc3cccc(-c4ccccc4)c3C)ccc21,58,68,85,67,85,86,93,.
O=c1[nH]c2ccccc2cc1CSc1cccc(Nc2nccc(-c3ccc4ccccc4c3)n2)c1,71,69,75,102,114,90,115,117
CCCCN(CCCC)CCCn1c(-c2ccccc2)ccc1-c1ccccc1,48,37,82,65,73,68,81,59
COC(=O)C(N)CCCN=C(N)NC(=S)Nc1ccc(Cl)cc1 (stereo unspecified),99,69,104,73,86,86,103,99
Cc1ccc(-c2cc(-n3nnnc3-c3ccccc3)no2)cc1,107,125,104,104,112,116,110,116
NC(=S)NCc1ccccc1,101,99,104,102,91,107,101,103
COc1ccc(-c2cn(C/C=C3\C=CN(S(=O)(=O)c4ccccc4)CC3)nn2)cc1,95&102,70&78,99&98,108&103,116&111,107&110,.,103&108
C[C@@H]1C(=O)O[C@H]2[C@H]1CC/C(CO)=C\CC[C@@]1(C)O[C@@H]21,103,103,102,98,99,104,102,107
O=C(CC1(O)C(=O)Nc2c(Cl)cc(Cl)cc21)c1ccc(F)cc1 (stereo unspecified),75,93,96,107,109,103,75,99
COc1cc(CN2CCC(N3CCCC3=O)c3ccccc32)cc(OC)c1OC (stereo unspecified),66,41,84,90,103,108,100,100
C#Cc1ccc(-n2c(/C=C/c3ccc(OC)c(F)c3)nc3ncccc3c2=O)cc1,88,88,104,108,111,99,117,101
Clc1ccc(C(Br)c2ccc(Cl)cc2)cc1,93,98,106,102,98,103,94,107
CC(C)N1CSC(=S)NCCNC(=S)SC1,93,87,94,99,110,121,104,118
COc1ccccc1/C=N\NC(=O)C[N+](C)(C)C,88,.,105,115,94,124,108,115
NC1=NC(c2ccc3ccccc3c2)c2sc3ccc(Cl)cc3c2N1 (stereo unspecified),85,91,104,94,93,110,99,105
O=C(Nc1ccccn1)c1cc2cc(Nc3nc(-c4ccccc4)nc4ccccc34)ccc2oc1=O,89,118,105,103,113,104,101,104
O=C1S/C(=C/c2ccc(O)cc2)C(=O)N1c1nc(N2CCCC2)nc(N2CCCC2)n1,99,104,103,108,110,113,112,100
N#Cc1c(NC(=O)Nc2ccccc2Br)sc2c1CCCCC2,101,91,94,89,99,100,99,107
c1ccc2[nH]c(-c3ccc(Nc4nc(N5CCOCC5)nc5[nH]ncc45)cc3)nc2c1,68,87,73,91,79,84,98,86
NC1CCN(c2c(F)cc3c(=O)c(C(=O)O)cn(C4CC4)c3c2Cl)C1 (stereo unspecified),98,109,97,97,94,111,99,106
CC/C(=C(/c1ccc(Cl)cc1)c1ccc(OCCN2CCCC2)cc1)c1ccc(Cl)cc1,85,95,90,101,92,96,106,100
COc1ccc(OC)c(/C=C/C(=O)CC(=O)/C=C/c2cc(OC)ccc2OC)c1,102,101,95,105,107,110,105,111
CC1=C2[C@@H](CC1)[C@]1(C)O[C@@](C(C)C)(C[C@H]1OC(=O)CN)[C@H]2OC(=O)/C=C/c1ccccc1,83,100,85,92,96,113,100,101
O=C(NCc1ccccc1F)c1cccc(NS(=O)(=O)c2ccc3c(c2)OCCO3)c1,85,105,103,.,100,114,190,112
CNC(=O)c1cc(-n2ccc3cc(NC(=S)Nc4ccc(Cl)c(Cl)c4)ccc32)ccn1,37,52,49,73,92,71,87,60
CCOC(=O)C(C(=O)OCC)C(C)C,95,111,102,114,106,104,.,72
CCOC(=O)c1c2c(c(C)n1Cc1ccccc1)-c1nc(N)ncc1CC2,.,105,104,.,79,120,118,125
COc1cc2nc(-c3ccc(C(F)(F)F)cc3)cc(OCCCNCC3CCCO3)c2cc1OC (stereo unspecified),45,62,36,28,41,37,86,65
COc1cc(/C=C/C(=O)c2ccc(Nc3nc(NCCO)nc(Nc4ccc(Cl)cc4)n3)cc2)cc(OC)c1OC,58,54,40,86,106,54,.,47
COc1cc2oc(-c3cccc(NC(=O)c4cc(NC(=O)[C@H](C)NC(=O)OC(C)(C)C)ccc4C)c3)cc(=O)c2c(OC)c1OC,69,64,43,61,110,62,115,.
CC(C)N(CCCNC(=O)Nc1ccc(C(C)(C)C)cc1)C[C@H]1O[C@@H](n2ccc3c(N)ncnc32)[C@H](O)[C@@H]1O,94,103,95,119,100,113,110,126
COC1=C(C)C(=O)N2[C@@H]1[C@H](c1ccccc1)OC21C=CC(=O)C=C1,-5.3*,33,19,-21*,-56*,4.7*,112,-4.0*
O=c1c2sc3ncc(Cl)cc3c2ncn1-c1ccccc1,97,101,112,103,99,86,106,104
CCc1cccc(-c2ccccc2)c1,99,101,101,107,104,110,103,109
N#CCCc1c(O)ccc2ccccc12,91,105,113,134,112,122,104,124
O=[N+]([O-])c1ccc(N/N=C/CCl)c([N+](=O)[O-])c1,90,106,104,111,103,104,101,100
CC1(C)CC(=O)C2=C(C1)N(Cc1ccc(C(=O)O)cc1)C1=C(C(=O)CC(C)(C)C1)C2c1ccc([N+](=O)[O-])cc1,108,107,104,108,116,118,103,124
CCOC(=O)C1CCC(=O)C(CC)=C1C (stereo unspecified),102,115,101,114,105,119,102,117
CCOc1cc(-c2ccc[nH]2)[nH]c1/C=C1\N=C(C)C(C(=O)OC)=C1C,.,-39*,-46*,-45*,-68*,-65*,-64*,-89*

# Of the compounds above, these contain bromine.
molecule,PC-3,OVCAR-4,OVCAR-8,IGROV1,OVCAR-5,DU-145,SK-OV-3,OVCAR-3
Clc1ccc(C(Br)c2ccc(Cl)cc2)cc1,93,98,106,102,98,103,94,107
N#Cc1c(NC(=O)Nc2ccccc2Br)sc2c1CCCCC2,101,91,94,89,99,100,99,107

# Next results:
molecule,PC-3,OVCAR-4,OVCAR-8,IGROV1,OVCAR-5,DU-145,SK-OV-3,OVCAR-3
O=C(/C(=C\c1c(-c2ccccc2)[nH]c2ccccc12)S(=O)(=O)c1ccccc1)c1ccccc1,17,43,66,79,83,69,23,56
CC1=N/C(=N\c2nc3cc(C)c(C)cc3[nH]2)NC(=O)CC1,86,85,89,92,92,106,92,102
O=C1S/C(=C\c2ccc([N+](=O)[O-])cc2)C(=O)N1CCN1CCCCC1,94,111,105,112,114,119,102,116
CC(C)CNc1c(F)cc(C(=O)NC2CCCCC2)c(F)c1F,86,90,93,98,86,92,97,110
CC(=O)c1ccc(NCn2nc(-c3ccc(Cl)cc3)oc2=S)cc1,90,113,105,.,85,109,94,108
Cn1c(SCC(=O)c2ccc([N+](=O)[O-])cc2)nc2ccccc2c1=O,103,98,98,99,103,105,113,111
C[C@@H](NC(=O)Nc1ccc2cc3ccc(NC(=O)N[C@H](C)c4ccccc4)cc3nc2c1)c1ccccc1,101,86,97,86,107,98,86,93
Ic1ccc(CCc2ccc(I)cc2)cc1,94,.,106,101,94,106,92,108
CCC/C(=N/NC(N)=O)C(OC)OC,100,.,93,117,116,108,115,106
Cc1cccc2[nH]c(=O)cc(NNC(=S)Nc3ccccc3)c12,85,94,90,81,96,103,86,88
CS(=O)(=O)c1ccc(N2N=C(c3ccc(-c4ccccc4)cc3)CCC2=O)cc1,81,80,84,89,90,89,81,42
O=C1CCC(N2CCN(c3ccc(F)cc3)CC2)N1 (stereo unspecified),103,114,104,104,107,106,119,109

# Assay outcomes from PubChem BioAssay.

# Rows are unselected. Share with any hit: about 10%.
